Screens as filed in PubChem.
NALP1 yeast inh: NALP1 inflammasome inhibitors in reconstituted yeast, colorimetric, S. cerevisiae, triplicate retest. AID 2071, 2009. inhibition, % at 10 µM. S. cerevisiae NALP1/ASC/caspase-1 growth, X-gal OD620, 72 h. actives 0.61% (n = 280,000); in the data active = inhibition mostly above about 24%, no sharp cut-off; inactive = mostly below about 32%; also: some compounds called inactive have numbers as strong as hits
OXTR agonist: human OXTR agonists, primary screen, fluorescence, CHO-OTR cells, Fluo-8 calcium | actives 0.32% (n = 320,000) | AID 2435, 2010 | Fluo-8 calcium fluorescence; normalized: DMSO 0%, oxytocin 100% | Oxytocin receptor (Homo sapiens), P30559 | activation, % at 3 µM;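 active = activation above the mean of all tested compounds plus 3 SD, cutoff set per screening run, cut at about 20% in these data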;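 also: peak over basal fluorescence ratio from a 100 s FLIPR kinetic read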
Target sequence (P30559 whole entry, looked up): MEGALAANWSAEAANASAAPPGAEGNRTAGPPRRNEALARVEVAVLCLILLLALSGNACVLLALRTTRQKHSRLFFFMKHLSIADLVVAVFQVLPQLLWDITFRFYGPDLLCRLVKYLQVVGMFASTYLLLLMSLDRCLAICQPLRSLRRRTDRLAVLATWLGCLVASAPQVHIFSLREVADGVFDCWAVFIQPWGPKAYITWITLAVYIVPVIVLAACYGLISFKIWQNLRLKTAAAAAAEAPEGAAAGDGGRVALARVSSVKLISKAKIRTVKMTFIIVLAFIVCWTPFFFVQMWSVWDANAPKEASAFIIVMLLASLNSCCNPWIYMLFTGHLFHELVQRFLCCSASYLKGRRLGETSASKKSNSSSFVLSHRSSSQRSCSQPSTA
MEKK2mut PB1 HTS: MEK5 binding signal on mutant MEKK2 PB1, primary screen, biochemical, multiplex bead flow cytometry, Alexa488-MEK5 | AID 1530, 2009 | percent response, % at 10 µM | actives 0.35% (n = 290,000) | Alexa488-MEK5 binding to MEKK2 mutant; in the data active = percent response above about 24%, passing the limit was not always enough; also: inactives centre near 1; some results filed as inactive read as strong as hits
OXTR potentiate: human OXTR potentiators, primary screen, fluorescence, CHO-OTR cells, Fluo-8 calcium | Oxytocin receptor (Homo sapiens), P30559 | Fluo-8 calcium fluorescence, potentiator mode; 0% = oxytocin EC15, 100% = EC100 | activation, % at 3 µM | actives 0.061% (n = 320,000) | AID 2445, 2010;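 active = activation above that plate's cutoff, the mean activation of tested compounds plus 3 SD, cut at about 6.6% in these data, passing the limit was not always enough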;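 also: 100% uses oxytocin at 75 nM as the full agonist control; some results filed as inactive read as strong as hits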
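Dosing: Single dose, 3.0 µM nominal final compound concentration | Material: Human OTR in CHO cells | Technique: Kinetic Fluo-8 calcium fluorescence | Benchmarks: EC15 oxytocin alone as 0%, 75 nM oxytocin as 100% | Probe or stimulus: Oxytocin at about EC15, sub-maximal agonist stimulus | Incubation: Compound 6 min at room temperature before oxytocin, 100 s read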
MEKK2 WT-MEK5: modulators of MEK5 binding to wildtype MEKK2, primary screen, biochemical, multiplex bead flow cytometry, Alexa488-MEK5; Alexa488-MEK5 binding to MEKK2 WT; actives lie on both sides; Mitogen-activated protein kinase kinase kinase 2 (Homo sapiens), Q9Y2U5; actives 1.1% (n = 290,000); binding response (% of control), % at 10 µM; AID 1531, 2009; in the data active = binding response below about 67% or above about 130%
M18AAP inhibitor: PfM18AAP inhibitors, malaria aminopeptidase, primary screen, biochemical, QFRET, recombinant enzyme. actives 1.2% (n = 290,000). H-Glu-NHMec fluorogenic cleavage. inhibition, % at 7.35 µM. AID 1822, 2009;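 active = inhibition above the campaign mean inhibition over all tested compounds plus 3 SD, cut at about 28% in these data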;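 also: 0% = plate median of test compound wells and 100% = 2 mM ZnCl2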
GPR7 antag: GPR7 receptor antagonists, primary screen, cell-based, fluorescence, single concentration; Neuropeptides B/W receptor type 1 (Homo sapiens), P48145; GPR7-expressing cells, fluorescence antagonist assay; inhibition, % at 4.4 µM; actives 1.1% (n = 290,000); in the data active = inhibition above about 16%, passing the limit was not always enough;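 also: cells stimulated with the agonist NPW; 0% = agonist with vehicle and 100% = vehicle without agonist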
Target sequence (P48145 whole entry, looked up): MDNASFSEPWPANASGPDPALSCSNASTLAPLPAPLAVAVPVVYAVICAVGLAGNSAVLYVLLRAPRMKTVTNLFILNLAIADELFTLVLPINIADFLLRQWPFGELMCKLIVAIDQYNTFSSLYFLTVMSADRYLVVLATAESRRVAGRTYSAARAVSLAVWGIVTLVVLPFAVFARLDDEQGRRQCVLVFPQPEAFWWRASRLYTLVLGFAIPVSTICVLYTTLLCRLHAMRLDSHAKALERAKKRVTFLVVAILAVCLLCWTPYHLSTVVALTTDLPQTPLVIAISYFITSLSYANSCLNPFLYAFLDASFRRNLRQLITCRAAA
GalR3 antagonist: GalR3 antagonists in HEK293 cells, primary screen, cell-based, fluorescence readout. HEK293 GalR3-CNG cAMP membrane potential fluorescence; galR3 body fused to GalR1 C-terminus. inhibition, % at 3 µM. actives 0.44% (n = 360,000). AID 651719, 2012;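 active = inhibition above the screen-wide average plus 3 SD, cut at about 13% in these data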;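 also: forskolin and galanin both at EC90 stimulate the cells; cAMP rise reported by CNG channel membrane potential dye signal; 0% = forskolin plus galanin with DMSO and 100% = forskolin alone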
Target sequence (O60755 1-299 limits assumed): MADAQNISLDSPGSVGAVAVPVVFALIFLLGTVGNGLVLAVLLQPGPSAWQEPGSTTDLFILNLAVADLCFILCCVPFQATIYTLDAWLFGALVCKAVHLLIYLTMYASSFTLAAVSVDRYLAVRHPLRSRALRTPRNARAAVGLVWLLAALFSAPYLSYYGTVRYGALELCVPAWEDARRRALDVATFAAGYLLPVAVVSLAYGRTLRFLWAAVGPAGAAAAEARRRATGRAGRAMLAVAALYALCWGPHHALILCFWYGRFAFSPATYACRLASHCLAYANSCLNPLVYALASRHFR
V1aR counter: agonists of human V1a receptor, primary screen, counter-screen for OXTR agonist project, fluorescence, CHO-V1R cells. Vasopressin V1a receptor (Homo sapiens), P37288. Fluo-8 calcium fluorescence, agonist mode; 0% DMSO, 100% 3 nM vasopressin. activation, % at 3 µM. actives 0.25% (n = 320,000). AID 2797, 2010;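 active = activation above the mean activation of all tested compounds plus 3 SD, per screening run, cut at about 20% in these data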;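 also: signal is peak over basal fluorescence ratio across a 100 second FLIPR read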
An asterisk follows results filed as active; x = not tested or not shown.

Values run as follows: NALP1 yeast inh	OXTR agonist	MEKK2mut PB1 HTS	OXTR potentiate	MEKK2 WT-MEK5	M18AAP inhibitor	GPR7 antag	GalR3 antagonist	V1aR counter
Cc1cc(Br)ccc1NC(=O)CNC(=O)CSc1n[nH]c(N)n1
→ -19	1.2	2	-19	102	7	-13	4	0.7
CCOC(=O)/C(C#N)=C(\N)C(C)C(=O)Nc1ccccn1 (stereo unspecified)
→ -1	4.2	5	-4	99	3	5	2	0.5
COc1ccccc1-c1c(C)oc2c(CN3CCN(C)CC3)c(O)ccc2c1=O
→ 8	1.1	2	-4	99	4	-5	-3	0.1
O=c1[nH]c(-[n+]2ccccc2)c(/C=N/NC([S-])=Nc2ccccc2)s1
→ 3	6.5	0	-8	100	28	-11	-6	11
S=c1[nH]nc(-c2cc(-c3ccccc3)n[nH]2)n1/N=C/c1ccc(Cl)c(Cl)c1
→ 9	0.3	-2	-15	97	6	-16	-3	1.6
CN(c1ccc(C(=O)NCCSCc2ccccc2)cc1)S(=O)(=O)c1ccccc1
→ 22	-0.2	2	-4	100	-6	-8	-8	4.1
Cc1ccc(N=C2C(=O)Nc3ccccc32)c(C)c1
→ 15	1.4	1	3	99	3	-6	-11	0.4
Cc1ccc(S(=O)(=O)N2CCCCC2)cc1NC(=O)Cn1ccsc1=N
→ 4	-0.6	4	-14	110	-5	0	-11	-0.2
Cc1ccc(CN(CC(=O)NC2CCCC2)C(=O)CSc2nnc(COc3ccccc3)o2)cc1
→ -8	1.3	2	-6	99	-15	-5	-2	0.1
CC1(C)CC(=O)C(C=NCCN2CCN(C(=S)Nc3cccc(Cl)c3)CC2)=C(O)C1
→ 1	-0.2	4	-5	102	-14	9	-6	0.6
CCOC(=O)c1ccc(-c2cc(C)no2)[nH]1
→ 19	0.7	-1	-1	101	1	-8	-10	3.7
CC(C)(C)CN1CCNC[C@H]1Cc1cccc2ccccc12
→ x	6.0	x	-9	x	x	x	-3	2.6
C=CCc1cccc2cc(C(=O)NNC(=O)c3ccncc3)c(=O)oc12
→ -6	-0.3	-13	-13	89	-2	-11	-8	0.5
COC(=O)c1cc(-c2ccc(OC)c(OC)c2)c2c(=O)[nH]c(=O)n(C)c2n1
→ 27	-2.9	9	-8	112	0	-16	-5	-1.3
CC1(C)CC(=O)C(C=NCCCO)=C(O)C1
→ 20	0.5	2	-1	100	-1	27*	1	1.0
Cc1csc2c(N3CCCCC3)ncnc12
→ 16	-0.3	0	-1	100	0	-1	-2	0.6
Cc1cc(=O)oc2cc(OCC(=O)NC3CCN(Cc4ccccc4)CC3)c(Cl)cc12
→ 14	0.3	7	-1	109	4	-11	-3	0.2
O=C(Nc1nc(-c2ccccc2)cs1)c1cccnc1
→ 12	6.4	-2	-3	100	2	3	-5	3.9
CC1=[N+](C)N(c2ccccc2)C(=O)C1N=Cc1ccc(Cl)cc1 (stereo unspecified)
→ 37	0.9	-1	3	101	-2	-4	0	0.9
Cc1cc2[nH]c(=O)c(=O)[nH]c2cc1S(=O)(=O)N1CCN(c2cccc(C)c2C)CC1
→ 15	-0.2	-2	-5	95	5	-10	-3	0.3
CS/C(N)=N/N=C/c1c(O)ccc2ccccc12
→ -3	1.2	29	-1	133	15	-14	-6	1.7
Cc1ccc(C(=O)NC(=S)NCCN2CCOCC2)cc1
→ 7	-1.2	-2	0	98	-7	-9	6	-1.1
CNC(=O)c1ccc(NC(=O)/C=C/c2cccc(F)c2)cc1
→ -13	1.1	0	-11	104	2	1	-1	0.0
Fc1ccc(CNc2ccc(N3CCN(Cc4ccccc4)CC3)cc2)cc1
→ 19	2.7	6	1	112	-28	1	-2	2.4
Cn1nnnc1SCC(=O)Nc1cc(S(=O)(=O)N2CCCCC2)ccc1Cl
→ x	2.9	x	4	x	x	x	-7	3.5
Cc1ccc(C(=O)OCC(=O)NCCN2C(=O)CSC2=O)cc1
→ 31	-0.3	0	1	98	2	-8	-1	0.7
CC/C(=N/Nc1ccccc1C)c1cnnc(SC)n1
→ 30	-1.9	-3	6	94	9	11	-2	-1.0
O=C1NC2(CCCCCC2)Cc2ccccc21
→ -25	-2.2	-10	-3	85	-21	-4	-2	-0.5
O=C(/C=C/c1c(Cl)cccc1Cl)N1CCN(c2ncccn2)CC1
→ 30	0.3	17	-2	103	2	16	-3	0.2
COc1cccc(OCCCN2CCCCCC2)c1
→ 7	-0.3	-3	-7	102	-13	-1	-4	0.7
CCn1c2ccccc2c2nnc(SCCCn3c(=O)[nH]c4ccccc43)nc21
→ 3	-1.9	-4	3	86	2	-2	x	1.9
COc1cc(/C=N/N=C2\CC3CCC2(C)C3(C)C)ccc1O (stereo unspecified)
→ x	-0.9	x	-13	x	3	-9	-2	-0.1
CN(C)S(=O)(=O)c1ccc(C(=O)Nc2ccc(S(=O)(=O)NC3=NCCCCC3)cc2)cc1
→ -4	0.7	6	-9	111	7	5	-2	0.9
COC(=O)C1=C(NC(C)=O)CCS1
→ 14	1.2	-2	-1	92	-4	3	-2	0.5
CCCCC/C=C/C1=CC(=O)C[C@H](c2ccc(OC)cc2)C1
→ x	-0.9	x	-4	x	x	x	-6	-0.6
Cc1c(NC(=O)Nc2ccc3c(c2)OCO3)c(=O)n(-c2ccccc2)n1C
→ 6	0.6	8	-3	113	9	-7	-7	-0.6
CCCOc1ccc(-c2nc3c(c(=O)[nH]c(=O)n3Cc3ccccc3)n2CCO)cc1OCC
→ 10	-1.2	5	-1	101	-2	-27	1	-0.6
CCOC(=O)C1CCCN(C(=O)c2cc(Nc3ccc(OC)cc3OC)nc3ccccc23)C1 (stereo unspecified)
→ 25	-0.6	-3	-9	100	-1	2	-3	-0.4
CC(C)(C)c1ccc(-c2n[nH]c(=S)n2CCCN2CCOCC2)cc1
→ -18	1.3	1	-12	98	-2	-6	-4	-0.8
COC(=O)CCC(=O)OC1(C)C(=O)C2=CN(C(CO)CO)C(c3ccc(OC)cc3)=CC2=C(Br)C1=O (stereo unspecified)
→ 2	1.0	-2	-1	91	x	x	-6	0.1
Cc1ccc(C(=O)OCC(=O)N(CCc2ccccc2)Cc2ccccc2)cc1S(=O)(=O)N1CCOCC1
→ x	-0.5	x	-8	x	x	x	2	1.8
CN(C)S(=O)(=O)c1ccc(N2CCCC2)c(C(=O)NNC(=O)COc2ccc(Cl)cc2)c1
→ 16	-1.4	7	-6	107	5	6	0	0.3
Cc1ccccc1NS(=O)(=O)c1cc(C(=O)Nc2cccc([N+](=O)[O-])c2)ccc1C
→ 11	-1.1	2	-9	127	1	-2	-3	2.5
N#CC(c1ccccc1)c1ccc(=O)[nH]n1 (stereo unspecified)
→ 2	0.2	-11	-8	85	-9	-7	-2	1.3
CCC(C)(C(=O)Nc1ccc(OC)cc1)N(C)C(=O)Cn1nnnc1N (stereo unspecified)
→ -5	-0.1	-1	-10	96	3	-15	-10	-0.2

Whole records from above.
`CCCOc1ccc(-c2nc3c(c(=O)[nH]c(=O)n3Cc3ccccc3)n2CCO)cc1OCC` across the screens: NALP1 yeast inh = 10; OXTR agonist = -1.2; MEKK2mut PB1 HTS = 5; OXTR potentiate = -1; MEKK2 WT-MEK5 = 101; M18AAP inhibitor = -2; GPR7 antag = -27; GalR3 antagonist = 1; V1aR counter = -0.6
`CCn1c2ccccc2c2nnc(SCCCn3c(=O)[nH]c4ccccc43)nc21` across the screens: NALP1 yeast inh = 3; OXTR agonist = -1.9; MEKK2mut PB1 HTS = -4; OXTR potentiate = 3; MEKK2 WT-MEK5 = 86; M18AAP inhibitor = 2; GPR7 antag = -2; GalR3 antagonist = x; V1aR counter = 1.9

Continued.
Values run as follows: NALP1 yeast inh	OXTR agonist	MEKK2mut PB1 HTS	OXTR potentiate	MEKK2 WT-MEK5	M18AAP inhibitor	GPR7 antag	GalR3 antagonist	V1aR counter
CCOC(=O)C[C@H]1c2cc(F)ccc2S(=O)(=O)N1c1ccccc1
→ x	1.1	2	5	106	x	x	-5	0.9
CC1=C(C(=O)OCc2ccccc2)C(c2ccccc2-c2ccccc2)NC(=O)N1CCCCCC(=O)O (stereo unspecified)
→ 34	-1.1	3	-5	101	-2	-9	-4	-0.7
Cc1ccc(NC(=O)NC(=O)CSc2nnnn2C)c(C)c1
→ 1	2.1	5	1	106	5	-11	-6	2.4
CC1(C)CC(Cc2nc(=S)[nH][nH]2)C(=O)O1 (stereo unspecified)
→ 10	-0.1	3	-6	103	24	-14	6	0.5
O=C(NCc1ccccc1)C1=C[C@@H](c2ccccc2)C[C@@H](OCCCCO)O1
→ x	0.2	-1	-9	101	x	x	3	1.2
O=S(=O)(Nc1nc2ccccc2nc1Cl)c1ccc2c(c1)OCCO2
→ 4	0.4	6	-10	102	-4	-23	-6	0.3
O=C(NCc1cccs1)C1CCC(=O)N1C1CCCCC1 (stereo unspecified)
→ 10	-1.2	4	-6	100	5	2	-1	-0.6
COc1ccc(OC)c(S(=O)(=O)N(C)CC(=O)O)c1
→ -7	1.2	0	-5	99	2	2	5	0.3
Cc1onc(-c2c(F)cccc2Cl)c1C(=O)NC(=S)Nc1c(C)n(C)n(-c2ccccc2)c1=O
→ -7	-0.4	0	-2	101	-11	-4	-5	-0.8
CCOC(=O)c1c(S(=O)(=O)NCC(=O)Nc2ccc(F)cc2)c(C)n(C)c1C
→ 4	-1.6	-9	-7	89	0	-8	-1	-0.1
O=C(COC(=O)C1(c2ccccc2F)CCCC1)NCc1cccs1
→ -5	-1.9	-1	-10	98	-8	1	2	0.1
CCCOc1ccc(C(=O)N2CCN(Cc3ccc4c(c3)OCO4)CC2)cc1
→ -33	-0.9	4	-12	107	5	7	-13	0.2
Cc1ccc2c(C)cc[n+](CCCS(=O)(=O)[O-])c2c1
→ 14	-0.3	-2	-1	86	-11	11	-2	0.4
COc1ccc(CN(C(=O)c2cc3ccccc3oc2=O)C2CCS(=O)(=O)C2)cc1OC (stereo unspecified)
→ 3	0.5	-9	-9	91	-2	-4	-4	2.4
COc1ccccc1N1CCN(C(=O)c2oc3ccc(Br)cc3c2C)CC1
→ 21	-1.1	-4	-7	91	-2	-5	-4	0.8
CCOc1ccc(C2CC(c3ccccc3)Nc3nc(N)nn32)cc1 (stereo unspecified)
→ -5	1.9	-4	2	94	-2	-5	-5	0.2
COc1ccc(C(C)=O)cc1CN1C(=O)NC2(CCCCC2C)C1=O (stereo unspecified)
→ 13	0.0	5	3	99	5	-1	7	0.8
Cc1ccccc1NC(=O)CCNS(=O)(=O)c1ccc2c(c1)CCC(=O)N2
→ 3	-0.1	4	0	103	-1	-13	0	-0.2
